M18AAP inhibitor = blocks P. falciparum M18 aspartyl aminopeptidase | inhibition, % at 7.35 µM | actives 1.2% (n = 290,000) | recombinant PfM18AAP, H-Glu-NHMec fluorogenic cleavage;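 active = inhibition above the campaign mean inhibition over all tested compounds plus 3 SD, cut at about 28% in these data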;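 note: 0% = plate median of test compound wells and 100% = 2 mM ZnCl2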
MEKK3 PB1 HTS = raises or lowers MEK5 binding to the human MEKK3 PB1 domain | Q99759 | bead-based flow cytometry, Alexa488-MEK5 binding to MEKK3; actives lie on both sides; 0 = blocked by unlabeled MEK5, 100 = vehicle | binding response (% of control), % at 10 µM | actives 1.4% (n = 290,000) | AID 1529;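 active = binding response more than 3 SD above or below the average of its plate-row segment, actives on both sides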;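 note: Alexa488 bead fluorescence after subtracting the streptavidin-only scavenger bead signal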
MEKK2 WT-MEK5 = raises or lowers MEK5 binding to wildtype human MEKK2 PB1 domain; Q9Y2U5; bead flow cytometry, Alexa488-MEK5 binding to MEKK2 WT; actives lie on both sides; binding response (% of control), % at 10 µM; actives 1.1% (n = 290,000); AID 1531; in the data active = binding response below about 67% or above about 130%
SUMO HTRF inh = inhibitors of human SUMOylation (UBC9); AID 2006; P63279; HTRF SUMOylation assay, SAE1/SAE2 + UBC9, in vitro; inhibition, % at 35 µM; actives 0.36% (n = 290,000); in the data active = inhibition above about 50%, passing the limit was not always enough; note: strong numbers were not always called active
IDE act = boosts human insulin-degrading enzyme activity in HEK cells; P14735; FAbeta-B cleavage, fluorescence polarization; 0% vehicle, 100% cell-free pure enzyme wells; activation, % at 5.96 µM; actives 0.073% (n = 340,000); AID 493087;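 active = activation above the mean of all tested compounds plus 3 SD, set per screening campaign, cut at about 17% in these data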
pCIP destab = lowers stability of the mouse p/CIP coactivator protein; Q05BA5; F442A p/CIP-EGFP cells, EGFP fluorescence, 16 h; decrease of EGFP signal, % at 10 µM; actives 0.01% (n = 290,000); AID 1984;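 active = EGFP signal decrease of at least 30% at 10 µM or well 3 SD below plate mean, unless failing retest; inactive = the rest, including hits failing retest or dose response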; note: some compounds called inactive have numbers as strong as hits; many of its hits are not listed in these tables
MEKK2 mut-MEK5 = signal of MEK5 binding to mutant human MEKK2 PB1 domain; bead flow cytometry, Alexa488-MEK5 binding to MEKK2 mutant; percent response, % at 10 µM; actives 0.35% (n = 290,000); in the data active = percent response above about 24%, passing the limit was not always enough; note: inactives centre near 1; some results filed as inactive read as strong as hits; reference of the scale not given here
IDE inh = inhibitors of human insulin-degrading enzyme in cells | P14735 | HEK cells, FAbetaB cleavage, fluorescence polarization | inhibition, % at 5.59 µM | actives 0.41% (n = 320,000) | AID 434962;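 active = percent inhibition above the average of all tested compounds plus 3 SD, set per screening campaign, cut at about 16% in these data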;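 note: IDE supplied by intact live HEK cells; FP after avidin binding of uncleaved biotin substrate so inhibition keeps polarization high; 0% = DMSO wells and 100% = 60 µM reference IDE inhibitor Ii1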
NALP1 inh = blocks the NALP1 inflammasome reconstituted in yeast; S. cerevisiae NALP1/ASC/caspase-1 growth, X-gal OD620, 72 h; inhibition, % at 10 µM; actives 0.61% (n = 280,000); in the data active = inhibition mostly above about 24%, no sharp cut-off; inactive = mostly below about 32%; note: some compounds called inactive have numbers as strong as hits
* = called active by the depositor; . = not tested or not shown; [ ] = another dose, or the depositor's remark. An excerpt. The share of hits here may be higher or lower than overall.

SMILES	M18AAP inhibitor	MEKK3 PB1 HTS	MEKK2 WT-MEK5	SUMO HTRF inh	IDE act	pCIP destab	MEKK2 mut-MEK5	IDE inh	NALP1 inh
Cc1nnc(SCc2ccc(Cl)cc2)nc1/C=C/N(C)C	10	125	83	-8	-1	14	-31	2	-11
COc1ccc(Cc2noc(CN3CCN(C4CCc5ccccc5C4)CC3)n2)cc1OC (stereo not given)	-3	100	102	-4	.	-5	2	-1	-4
CSc1ccccc1NC(=O)CSc1nnc(COc2ccccc2)o1	0	97	95	-3	-2	-8	-4	2	15
COCCCNC(NC(=O)c1ccc(OC)cc1)C(Cl)(Cl)Cl (stereo not given)	2	95	98	13	1	-13	0	0	1
CC(C)NC(=O)c1cc2cc([N+](=O)[O-])ccc2s1	-4	91	96	32	5	-9	-7	3	4
NC(=O)/C(=N\O)c1ccccc1	10	105	104	-5	-4	5	2	0	-2
COc1ccc(/C=C2\SC(=S)N(CCC(=O)Nc3ccc(C(=O)O)cc3)C2=O)cc1OC	1	96	95	13	4	-4	0	2	13
COC(=O)c1cccc(NC(=O)CN2CCN(Cc3ccccc3)CC2)c1	3	105	106	-4	3	-2	3	-1	2
C=CCc1cc(Cl)ccc1OC(=O)Nc1cccc(Cl)c1	-4	106	102	10	4	-2	8	4	-1
COc1ccc(CNc2nc3ccccc3n2CCN2CCCCC2)cc1	1	99	110	9	-1	-1	4	-1	18
COc1cccc(CNC(=O)C2CCN(c3nn4c(=O)cc(C)nc4s3)CC2)c1	3	99	104	-4	0	-8	9	5	0
COc1ccc(N(CC(=O)NCc2ccc3c(c2)OCO3)S(=O)(=O)c2ccccc2[N+](=O)[O-])c(OC)c1	-13	101	105	2	6	-8	5	-1	7
CCOc1ccc(C2C(C(=O)Nc3ccccc3)=C(C)N=c3s/c(=C/c4cccc(OCC(=O)O)c4)c(=O)n32)cc1 (stereo not given)	18	94	82	27	-7	-14	-10	12	14
CCC(C)(C)n1nnnc1CN1CCN(c2nc3cc(OC)ccc3cc2C#N)CC1	-6	96	91	-15	0	-2	-3	0	5
NCCCNc1ccc([N+](=O)[O-])cc1C(F)(F)F	5	99	98	8	6	-7	-8	1	5
CCCn1c(=O)c2ccccc2n2c(SCC(=O)c3cc(C)n(CCOC)c3C)nnc12	.	.	.	24	9	-9	.	.	0
CC(NC(=O)CCCN1C(=O)c2ccccc2C1=O)c1ccc2c(c1)CCCC2 (stereo not given)	-1	101	99	-12	1	0	4	-1	-19
Cc1ccc(NS(=O)(=O)c2ccc(-c3csc(C)n3)s2)c(C)c1	1	97	99	8	5	0	-2	2	.
COc1cc(Cl)c(S(=O)(=O)NCc2ccccn2)cc1Cl	3	111	109	-3	-5	-8	8	1	9
O=C(NC(Cc1ccccc1)C(=O)O)/C(=C/c1cccc([N+](=O)[O-])c1)NC(=O)c1ccco1 (stereo not given)	-1	102	102	-3	5	0	1	-2	8
C/C(Cn1nnc([N+](=O)[O-])n1)=N\NC(=O)c1ccc(C)cc1	2	98	101	7	5	-10	-2	-2	18
N#C/C(C(=O)c1ccccc1)=C1/SC=C(N)N1c1ccccc1	0	2.0*[inhibitor]	4.0*[inhibitor]	23	.	-45	-30	.	7
Cc1cc(=O)oc(C)c1C(=O)NCCC1=CCCCC1	2	101	100	13	3	-9	-3	2	.
O=C(c1cccc([N+](=O)[O-])c1)N1CCN(c2ccc(Cl)cc2)CC1	1	107	110	-12	-4	-16	-1	4	24
Cc1cccn2cc(CCNC(=O)c3ccco3)nc12	2	102	102	-7	-1	-1	5	0	16
CCOc1ccc(C(C)=O)cc1Cn1nc(C(=O)O)c2ccccc2c1=O	-5	102	102	19	0	-1	0	7	-7
Cc1ccc(CSc2nc(-c3ccccc3)c(C#N)c(=O)[nH]2)cc1	-4	101	101	28	0	10	0	4	-5
Nc1nc(SCC(=O)NNc2c(Cl)cc(Cl)cc2Cl)n[nH]1	21	101	99	15	5	-3	-2	-5	26
Cc1ccc(CCNC(=O)C2CCC(CNc3c(N4CCC(C)CC4)c(=O)c3=O)CC2)cc1 (stereo not given)	5	99	91	-15	4	-10	-4	-1	12
CCC(=O)OCCNc1cc(Sc2nc3ccccc3s2)c2nonc2c1[N+](=O)[O-]	-28	76	77	88	-56	-4	-11	2	6
COC(=O)c1ccc(NC(c2ccc(Cl)cc2)P(=O)(OC)OC)cc1 (stereo not given)	-4	103	107	13	6	-17	11	-4	12
O=C1Nc2ccc(Cl)cc2C(C#CC2CC2)(C(F)(F)F)O1 (stereo not given)	4	105	105	-5	2	-8	6	4	30
Cc1c(N=Cc2ccc[nH]2)c(=O)n(-c2ccccc2)n1C	-3	105	101	11	7	-6	-1	4	4
O=C(CN1CCCCC1)N/N=C/c1ccccc1Br	-4	102	106	-7	2	-2	1	-4	22
CCCC(c1nnnn1Cc1ccc(OC)cc1)N1CCC(C(N)=O)CC1 (stereo not given)	3	97	96	19	3	-4	4	1	15
CCN(C(=O)CSc1nnc(-c2ccncc2)n1Cc1ccccc1)C1CCS(=O)(=O)C1 (stereo not given)	-1	100	94	12	4	-8	-7	-2	-3
CCOC(=O)c1cn(CC)c2ccc(S(=O)(=O)N3CC(C)CC(C)C3)cc2c1=O (stereo not given)	-4	104	95	4	5	10	-3	3	3
Cn1c(=O)c2c(nc(N/N=C/c3ccc(OC(=O)c4ccco4)cc3)n2Cc2ccccc2)n(C)c1=O	1	90	94	-4	-5	-13	-2	-5	23
CC1=NN(C(=O)COc2cc(C)ccc2C(C)C)C(O)(c2ccccc2)C1 (stereo not given)	6	105	96	8	5	0	4	-7	-15
COc1ccc(/C=N/NC(=O)Cn2cnc3ccccc3c2=O)cc1OC	-3	125	113	21	-1	3	-2	11	32
CC1=CCC2C(=O)N(c3ccc(S(N)(=O)=O)cc3)C(=O)C2C1 (stereo not given)	-1	100	94	20	3	-4	3	0	.
CN=C1SC(C(=O)O)CC(=O)N1C (stereo not given)	9	108	3.0*	-16	4	5	-3	-1	10
CCOC(=O)c1c(CSc2ccc(C)cc2)n(C)c2cc(Br)c(O)c(CN(C)C)c12	2	104	145*	-15	-3	-11	43	3	17
Cn1nc(C(=O)Nc2c(-c3ccccc3)nc3sccn23)c2ccccc2c1=O	0	91	91	-10	-2	-8	-2	-1	10
CC(=O)c1ccc(NC(=O)CCNS(=O)(=O)c2ccccc2F)cc1	-1	101	93	-11	-1	9	-7	6	6
O=C(COc1ccc(NS(=O)(=O)c2ccc(F)cc2)cc1)N1CCOCC1	-5	97	97	7	-5	-23	-6	8	14
CCCCn1c(=O)n(C)c(=O)c2c3c(sc21)COC(C)(C)C3	-1	107	107	6	-11	5	16	3	9
O=c1c([N+](=O)[O-])c(N2CCCCCC2)c2ccccc2n1-c1ccccc1	6	49*[inhibitor]	.	-3	-5	0	.	0	32
COC(=O)CCSCC(=O)N1N=C(c2ccc(Br)cc2)CC1c1cccc(OC)c1OC (stereo not given)	-17	95	79	-18	1	-1	-13	3	6
O=C(CN1CCN(CC(=O)Nc2ccccc2Cl)CC1)Nc1ccc(F)c(F)c1	5	97	103	-15	-1	-7	-1	-2	22

Pulled by structure from the list above:
SMILES	M18AAP inhibitor	MEKK3 PB1 HTS	MEKK2 WT-MEK5	SUMO HTRF inh	IDE act	pCIP destab	MEKK2 mut-MEK5	IDE inh	NALP1 inh
CCOC(=O)c1c(CSc2ccc(C)cc2)n(C)c2cc(Br)c(O)c(CN(C)C)c12	2	104	145*	-15	-3	-11	43	3	17
COC(=O)CCSCC(=O)N1N=C(c2ccc(Br)cc2)CC1c1cccc(OC)c1OC (stereo not given)	-17	95	79	-18	1	-1	-13	3	6
CC1=CCC2C(=O)N(c3ccc(S(N)(=O)=O)cc3)C(=O)C2C1 (stereo not given)	-1	100	94	20	3	-4	3	0	.
O=C(CN1CCN(CC(=O)Nc2ccccc2Cl)CC1)Nc1ccc(F)c(F)c1	5	97	103	-15	-1	-7	-1	-2	22
CCCCn1c(=O)n(C)c(=O)c2c3c(sc21)COC(C)(C)C3	-1	107	107	6	-11	5	16	3	9

Next results:
SMILES	M18AAP inhibitor	MEKK3 PB1 HTS	MEKK2 WT-MEK5	SUMO HTRF inh	IDE act	pCIP destab	MEKK2 mut-MEK5	IDE inh	NALP1 inh
O=C1C[C@@H](c2ccccc2)Oc2cc(O)cc(O)c21	.	104	108	.	3	.	4	1	.
CCOC(=O)CNC(=O)CSc1nnc(C)c(=O)[nH]1	-3	104	97	14	0	-22	4	-6	13
COc1ccccc1N1CCN(C(=O)Cn2c(=O)[nH]c3ccsc3c2=O)CC1	3	89	90	18	-8	-9	-6	0	5
O=C(OCC#CCSc1nnc(-c2ccccc2)o1)c1cc2ccccc2o1	4	108	110	-6	-1	11	6	4	6
COC1(OC)N=C(N)C2(C#N)C(c3ccc(C)cc3)C12C#N (stereo not given)	0	103	105	-32	7	17	3	5	21
COc1ccc(OCC(=O)NNC(=S)NC(=O)C2CC2)cc1	21	100	98	-46	-6	-17	0	.	-3
O=C(Nc1ncccn1)c1cccs1	0	104	109	5	5	-13	9	5	-3
O=C(/C=C/c1cccs1)N1CCC2(CC1)Oc1ccc(Cl)cc1C(=O)C21CC(c2ccc(Cl)cc2)=NO1 (stereo not given)	.	94	93	.	6	.	-1	-3	.
CC1CCN(C(=S)c2cn(Cc3ccc(F)cc3)c3ccccc23)CC1	-1	98	99	6	0	-2	0	0	19
COCc1ccc(CN2CCC(Oc3ccc(C(=O)NCc4ccccn4)cc3)CC2)o1	11	103	107	0	-2	-11	4	.	8
Cc1cc(C)c(NC(=O)C2CCCN(S(=O)(=O)c3c(C)noc3/C=C/N(C)C)C2)c(C)c1 (stereo not given)	-4	105	104	6	-1	-16	4	1	2
O=Cc1cn(-c2ccccc2)nc1-c1ccccn1	-9	105	105	3	8	-2	12	-2	0
COc1cc(OC)c(-n2cc(-c3ccc(OC)c(OC)c3)[nH]c2=S)cc1Cl	32*	110	105	2	0	-9	6	.	-10
CC(C)(C)NC(=O)COc1ccc(CNCc2ccccn2)cc1	-17	105	102	11	6	8	-1	2	9
Cc1ccccc1C(=O)NC1CCN(CC(=O)Nc2ccc3c(c2)OCCO3)CC1	-14	88	89	7	3	-3	-14	6	6
O=C1C2C3CCCC3=C3CCCC3C2C(=O)N1c1ccc(F)cc1 (stereo not given)	2	105	108	-9	5	2	8	-8	2
COc1cc(NC(=O)CSc2nc3c(c(=O)[nH]2)CCCC3)cc(OC)c1OC	1	101	101	5	1	-11	-3	-2	0
Cc1ccc(-n2c(=O)c3sccc3n(CC(=O)NC3CCCCC3)c2=O)cc1	6	96	90	-9	6	-4	-8	3	1
O=C(/C(=C/c1cccnc1)n1ccnc1)c1ccc(Cl)cc1Cl	0	105	105	-7	1	-5	9	10	-18
C[C@H](NC(=O)[C@@H]1CSC2c3ccccc3C(=O)N21)C(=O)NCCc1ccc(F)cc1 (stereo not given in full)	-3	99	98	8	2	-9	-2	-2	4
CC(=O)c1c(C)nc2cc(Cl)ccc2c1N	-1	.	.	16	-2	-2	.	1	0
COCCCNC(=S)NC1CC2CCCC(C1)N2Cc1cccs1 (stereo not given)	0	79	87	25	-4	-10	-9	2	1
COc1cc(CNS(=O)(=O)c2ccc3c(c2)CC(C)N3C(C)=O)cc(OC)c1OC (stereo not given)	-10	102	103	20	-3	-20	7	0	2
Cc1nc2c(nnn2Cc2ccccc2Cl)c(=O)[nH]1	-6	101	103	8	2	-16	9	5	8
CCCCNCc1cccn1-c1ccccc1	-4	101	105	-7	0	2	2	-1	8
CCN(CC(=O)Nc1c(C(=O)OC)[nH]c2ccc(C)cc12)c1ccc2c(c1)OCO2	2	92	89	-19	4	-6	-4	7	5
